From PubChem BioAssay
PAFAH1B2 inh – inhibitors of human PAFAH1B2; P68402; recombinant PAFAH1B2, FP-rhodamine activity probe, fluorescence polarization; inhibition, % at 3.39 µM; 340,000 tested, 1.2% active; AID 492953;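 active means inhibition above the mean of all tested compounds plus 3 SD, cut at about 24% in these data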;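 further: 0% = enzyme with DMSO and 100% = wells lacking PAFAH1B2; many of its hits are not listed in these tables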
LYPLA1 inh – blocks human lysophospholipase 1, a PME1 counter-screen; O75608; recombinant LYPLA1, FP-Rh probe fluorescence polarization; inhibition, % at 5.9 µM; 320,000 tested, 0.16% active; AID 2174;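 active means inhibition above the mean of all tested compounds plus 3 SD, set per campaign, cut at about 14% in these data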;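 further: inhibitors block serine hydrolase probe labeling of LYPLA1 so polarization falls; 0% = enzyme with DMSO and 100% = wells lacking LYPLA1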
pPAFAH inh – pPAFAH (human) enzyme inhibition | Q13093 | recombinant pPAFAH, FP-rhodamine probe fluorescence polarization | inhibition, % at 3.39 µM | 330,000 tested, 1.5% active | AID 463082;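 active means inhibition above the mean inhibition across the screen plus 3 SD, cut at about 25% in these data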;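 further: inhibitors block binding of the rhodamine activity-based probe so polarization drops; 0% = enzyme with DMSO and 100% = wells lacking pPAFAH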
Target sequence (Q13093 whole entry, looked up): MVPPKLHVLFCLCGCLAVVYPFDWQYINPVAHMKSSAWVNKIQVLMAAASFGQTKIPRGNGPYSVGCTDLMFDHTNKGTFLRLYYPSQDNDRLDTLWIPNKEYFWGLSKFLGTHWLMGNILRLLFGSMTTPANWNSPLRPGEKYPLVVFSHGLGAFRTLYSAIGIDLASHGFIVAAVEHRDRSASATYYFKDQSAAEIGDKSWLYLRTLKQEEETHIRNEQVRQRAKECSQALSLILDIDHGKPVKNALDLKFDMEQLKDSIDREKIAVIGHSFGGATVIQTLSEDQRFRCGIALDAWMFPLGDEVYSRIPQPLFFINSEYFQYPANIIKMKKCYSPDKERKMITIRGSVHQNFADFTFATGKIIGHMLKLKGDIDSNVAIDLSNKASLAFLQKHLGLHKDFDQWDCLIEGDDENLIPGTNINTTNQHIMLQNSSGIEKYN
PAD4 FP inh – inhibitors of human PAD4; Q9UM07; recombinant PAD4, RCA probe fluorescence polarization; inhibition, % at 6.36 µM; 330,000 tested, 0.41% active;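 active means percent inhibition above a cutoff equal to the mean of all tested compounds plus 3 SD, cut at about 15% in these data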;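 further: 0% = PAD4 with RCA probe and DMSO and 100% = probe without PAD4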
LYPLA2 counter – blocks human lysophospholipase 2, a PME1 counter-screen; recombinant LYPLA2, FP-Rh probe fluorescence polarization; inhibition, % at 5.9 µM; 320,000 tested, 0.38% active; AID 2177;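 active means inhibition above the screen-wide mean plus 3 SD, limit set per campaign, cut at about 26% in these data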;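 further: 0% = LYPLA2 with DMSO and 100% = wells lacking LYPLA2 enzyme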
Target sequence (O95372 whole entry, looked up): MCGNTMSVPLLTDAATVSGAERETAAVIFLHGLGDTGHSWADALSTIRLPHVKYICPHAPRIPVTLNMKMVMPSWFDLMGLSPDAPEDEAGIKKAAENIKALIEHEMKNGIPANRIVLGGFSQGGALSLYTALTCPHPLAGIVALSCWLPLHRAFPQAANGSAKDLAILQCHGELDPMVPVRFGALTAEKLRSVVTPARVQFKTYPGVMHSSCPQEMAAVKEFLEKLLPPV
PME-1 inh – blocks human protein phosphatase methylesterase 1 | 320,000 tested, 0.53% active | inhibition, % at 5.9 µM | Q9Y570 | recombinant PME-1, FP-Rh probe fluorescence polarization | AID 2130;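 active means inhibition above the campaign mean of all compounds plus 3 SD, cut at about 26% in these data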;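 further: competitive labeling of PME-1 active site by serine hydrolase directed probe; 0% = PME-1 with DMSO and 100% = wells lacking PME-1 enzyme; inhibitors block probe labeling so polarization falls and inhibition rises; many of its hits are not listed in these tables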
PREPL inh – human PREPL enzyme inhibition | recombinant PREPL, fluorescence polarization activity-based probe | inhibition, % at 5.96 µM | Q4J6C6 | 320,000 tested, 0.68% active | AID 2751; in the data active means inhibition above about 43%;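 further: 0% = enzyme with DMSO and 100% = wells lacking enzyme; many of its hits are not listed in these tables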
PAFAH1B3 inh – PAFAH1B3 (human) inhibition | AID 492972 | Q15102 | inhibition, % at 3.39 µM | 340,000 tested, 0.28% active | recombinant PAFAH1B3, FP-rhodamine probe, fluorescence polarization;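 active means inhibition above the screen-wide average of all tested compounds plus 3 SD, cut at about 25% in these data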;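 further: 0% = enzyme with DMSO only and 100% = wells lacking PAFAH1B3 protein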
Target sequence (Q15102 whole entry, looked up): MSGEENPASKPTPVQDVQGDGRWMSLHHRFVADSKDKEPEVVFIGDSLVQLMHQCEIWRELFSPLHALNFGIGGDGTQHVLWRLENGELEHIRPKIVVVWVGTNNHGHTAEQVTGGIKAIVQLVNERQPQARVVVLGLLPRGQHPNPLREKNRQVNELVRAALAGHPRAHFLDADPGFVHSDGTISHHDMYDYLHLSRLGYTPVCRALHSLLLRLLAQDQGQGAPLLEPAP
GSTO1 inh – blocks human GSTO1 in RBBP9 counter-screen. P78417. recombinant GSTO1, activity-based probe fluorescence polarization. AID 1974. 300,000 tested, 1.1% active. inhibition, % at 5.96 µM;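 active means inhibition above the campaign mean inhibition plus 3 SD, cut at about 35% in these data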;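 further: 0% = GSTO1-1 with DMSO and 100% = wells lacking GSTO1-1 enzyme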
An asterisk follows results filed as active; . = no result given. This is a subset, so the mix of outcomes need not match the whole.

SMILES,PAFAH1B2 inh,LYPLA1 inh,pPAFAH inh,PAD4 FP inh,LYPLA2 counter,PME-1 inh,PREPL inh,PAFAH1B3 inh,GSTO1 inh
COc1ccc(CN(C(=O)CSc2nnc(-c3c[nH]c4ccccc34)o2)c2ccc(F)cc2)cc1OC,-3,-1,-3,2,-23,-13,17,2,-2
CCCNC(=O)OC[C@H]1O[C@H](CCO/N=C/c2ccc(C(=O)N3[C@H](c4ccc(C)cc4)[C@@H](C)CC[C@H]3C(=O)OC)cc2)C=C[C@@H]1Oc1ccc(OC)cc1,.,-3,1,-7,-5,-10,-1,.,-1
Cc1nc(=O)cc(-c2ccccc2)n1-c1ccccc1,0,-2,3,0,-3,4,-1,1,4
CCOc1cccc(CN2CCN(Cc3ccc(C)o3)C(CCO)C2)c1O (configuration not stated),7,5,2,-2,5,-5,8,7,6
CN(CCO)C(=O)c1cccc2c1-c1ccccc1C2=O,0,2,1,-1,1,-6,-9,-2,2
COCCn1c(-c2ccccc2F)n[nH]c1=S,0,2,5,-1,-1,3,-4,1,1
Cc1ccc(C)c(S(=O)(=O)N2CCC3(CC2)OCCO3)c1,-2,-2,3,5,-3,6,-3,11,1
CC(C)C(C(=O)NCc1ccco1)N(Cc1ccco1)C(=O)CNS(=O)(=O)c1ccc(F)cc1 (configuration not stated),5,0,13,-2,-2,-9,0,10,4
Cc1cccc(C)c1NC(=O)CCCSc1nnc(-c2ccc(Cl)cc2)n1-c1ccccc1,2,-6,8,-3,0,3,-7,-3,-1
O=C(COC(=O)c1ccccc1OC(F)F)Nc1ccc(N2CCCCC2)cc1,3,0,22,-3,-2,6,14,10,.
CSc1nc(C)c(C(=O)C[n+]2ccccc2C)cc1C#N,2,0,5,-1,4,1,13,5,-1
Cc1cc(Br)ccc1NC(=O)CCN1C(=O)c2ccncc2C1=O,2,3,1,2,7,1,11,4,9
COc1ccccc1NC(=O)c1c(NC(=O)c2ccco2)sc2c1CCC2,2,-3,6,-1,-3,1,5,14,4
O=C(Nc1ccc(CN2CCOCC2)cc1)c1cccc(F)c1,0,-2,-2,3,4,3,0,-6,5
CC1CCCCC12NC(=O)N(CC(=O)OCc1c(F)cccc1Cl)C2=O (configuration not stated),4,.,-5,-2,.,.,8,9,.
Cc1ccc(C(=O)Nc2cc(C)nn2CCC#N)cc1,3,3,-1,0,8,-6,10,7,0
CCCN(CC(=O)Nc1ccc(F)c(F)c1F)C(=O)c1ccc(N2CCCC2=O)cc1,8,-2,-1,2,5,-1,4,7,.
CC(C(=O)N(C1CC1)C1(C(=O)Nc2ccccc2)CCCC1)N1C(=O)c2ccccc2C1=O (configuration not stated),7,-3,-2,-3,-5,5,-1,7,9
O=C(NCc1ccccc1Cl)c1ccc(CS(=O)(=O)c2ccccc2)o1,5,-4,6,0,-4,5,-2,3,2
COc1ccc(NC(=O)CSc2ncnc3sc(C)cc23)cc1,8,1,0,-4,15,-1,-7,4,-2
CCOC(=O)CSc1nc2c(sc(=S)n2CCc2ccccc2)c(=O)n1Cc1ccco1,2,-9,2,-1,-9,8,-12,13,0
NS(=O)(=O)c1ccc(CCNC(=O)C2CC(=O)N(Cc3ccccc3Cl)C2)cc1 (configuration not stated),1,0,-1,3,-3,13,4,1,.
CCOC(=O)C1CCN(CC(=O)c2c(C)[nH]c3cc(C)ccc23)CC1,-2,-4,-3,-5,-10,-1,20,-2,-3
COCCn1c(Cc2ccccc2)nnc1SCC(=O)NC(C)C,5,-2,2,0,0,0,-8,6,-1
COc1ccc2c(c1)O/C(=C\c1ccccc1O)C2=O,.,2,6,2,4,5,7,.,3

No new results follow: entries from further up.
SMILES,PAFAH1B2 inh,LYPLA1 inh,pPAFAH inh,PAD4 FP inh,LYPLA2 counter,PME-1 inh,PREPL inh,PAFAH1B3 inh,GSTO1 inh
O=C(COC(=O)c1ccccc1OC(F)F)Nc1ccc(N2CCCCC2)cc1,3,0,22,-3,-2,6,14,10,.
CSc1nc(C)c(C(=O)C[n+]2ccccc2C)cc1C#N,2,0,5,-1,4,1,13,5,-1
Cc1cc(Br)ccc1NC(=O)CCN1C(=O)c2ccncc2C1=O,2,3,1,2,7,1,11,4,9
COc1ccccc1NC(=O)c1c(NC(=O)c2ccco2)sc2c1CCC2,2,-3,6,-1,-3,1,5,14,4
O=C(Nc1ccc(CN2CCOCC2)cc1)c1cccc(F)c1,0,-2,-2,3,4,3,0,-6,5
CC1CCCCC12NC(=O)N(CC(=O)OCc1c(F)cccc1Cl)C2=O (configuration not stated),4,.,-5,-2,.,.,8,9,.
Cc1ccc(C(=O)Nc2cc(C)nn2CCC#N)cc1,3,3,-1,0,8,-6,10,7,0
CCCN(CC(=O)Nc1ccc(F)c(F)c1F)C(=O)c1ccc(N2CCCC2=O)cc1,8,-2,-1,2,5,-1,4,7,.
CC(C(=O)N(C1CC1)C1(C(=O)Nc2ccccc2)CCCC1)N1C(=O)c2ccccc2C1=O (configuration not stated),7,-3,-2,-3,-5,5,-1,7,9
O=C(NCc1ccccc1Cl)c1ccc(CS(=O)(=O)c2ccccc2)o1,5,-4,6,0,-4,5,-2,3,2
COc1ccc(NC(=O)CSc2ncnc3sc(C)cc23)cc1,8,1,0,-4,15,-1,-7,4,-2
CCOC(=O)CSc1nc2c(sc(=S)n2CCc2ccccc2)c(=O)n1Cc1ccco1,2,-9,2,-1,-9,8,-12,13,0

(next part)
SMILES,PAFAH1B2 inh,LYPLA1 inh,pPAFAH inh,PAD4 FP inh,LYPLA2 counter,PME-1 inh,PREPL inh,PAFAH1B3 inh,GSTO1 inh
CCN(CC)S(=O)(=O)c1ccc(Cl)c(NC(=O)COC(=O)c2ccc([N+](=O)[O-])o2)c1,5,-5,7,-3,-1,7,-2,4,6
CCOc1ccccc1C(=O)NC(C(=O)Nc1cccnc1)C(C)C (configuration not stated),1,2,3,2,3,1,3,9,-5
CCOC(=O)c1ccc(NC(=O)NCc2ccn(CC)n2)cc1,2,-1,3,1,-7,1,-10,3,-1
COc1ccccc1N1CCN(CCCCOc2ccc(C)cc2C)CC1,1,3,8,-1,8,12,20,3,-4
c1ccc(-c2cc(N3CCCCC3)ncn2)cc1,0,0,8,-1,5,-1,-10,0,-4
COc1ccc(C(=O)OCC(=O)NCc2cccs2)c(OC)c1OC,7,.,6,1,.,.,19,13,.
CC1CC(C)CN(C(=O)c2ccc(Br)c(S(=O)(=O)N3CCOCC3)c2)C1 (configuration not stated),-2,-3,3,-1,5,6,1,10,.
CCOc1cc(NC(=O)c2ccccc2C(=O)O)c(OCC)cc1NC(=O)c1ccccc1F,7,-1,4,-20,2,-1,13,7,28
CCN(CC(=O)NCc1ccncc1)S(=O)(=O)c1cc(Cl)ccc1Cl,7,1,-3,4,-1,-3,-14,4,4
CCCN1Cc2cccc(C(=O)Nc3ccc(CN4CCCC4)cc3)c2C1=O,6,-1,1,-2,6,1,5,4,5
CC(C)(C)C(=O)N1CCN(c2ccc([N+](=O)[O-])c(-n3nc(-c4ccccc4)c4ccccc4c3=O)c2)CC1,-5,-3,2,-3,-1,-5,10,4,3
CCC(C)NC(=O)C1CCCN(S(=O)(=O)c2ccc3c(c2)CC(C)N3C(C)=O)C1 (configuration not stated),0,3,2,-1,8,1,-4,6,4
O=[N+]([O-])c1ccc(Cl)cc1NCC1CCCO1 (configuration not stated),3,-1,2,-1,2,4,6,-2,2
Cc1cccc(S(=O)Cc2ccc(C(=O)N3CCOCC3)o2)c1 (configuration not stated),-5,-2,3,1,-2,6,0,1,-1
Cc1ccc(C2C(C#N)=C3N=C(N)c4ccccc4N3C3=C2C(=O)CCC3)cc1 (configuration not stated),1,-2,6,0,-3,10,-3,5,2
Cc1nn(C)c(C(=O)NNC(=O)Nc2cccc(C(F)(F)F)c2)c1Cl,-1,0,6,1,3,5,1,5,0
COc1cccc(NC(=O)CC(=O)c2ccc([N+](=O)[O-])cc2)c1,4,-8,6,-1,3,2,25,5,-12
CN1C(=S)SC(N2OC3C(=O)N(c4ccccc4)C(=O)C3C2c2ccccc2)C1(C)C (configuration not stated),.,-3,4,-3,0,-5,7,.,0
COc1ccccc1OCc1nc2ccccc2n1C,3,4,5,-4,1,-2,-1,8,-8
CCn1c(SCc2nc3ccccc3c(=O)[nH]2)nnc1C(C)NC(=O)c1ccccc1 (configuration not stated),1,-3,-4,-2,-12,1,2,9,2
CN1CCN(C(=O)c2cc3nc(-c4ccc(F)cc4)cc(C(F)(F)F)n3n2)CC1,-1,-1,6,2,6,-5,1,-5,2
O=C(Nc1ccncc1)c1ccc([N+](=O)[O-])cc1Cl,4,-1,-2,0,4,1,12,-1,3
Cc1ccc(S(=O)(=O)N2CCN=C2c2ccccc2)cc1C,1,-2,0,-6,1,1,6,1,-1
CN(c1ccccc1)S(=O)(=O)c1cccc(NC(=O)Cn2cnc3ccccc3c2=O)c1,0,-4,1,-6,2,-1,-14,-3,-1
CS(=O)(=O)c1ccc2nc(NC(=O)c3ccc(N4C(=O)CCC4=O)cc3)sc2c1,.,0,5,0,2,0,11,.,2
CCOc1ccc(C(=O)C2CCN(C(=O)c3ccccc3C(=O)O)CC2)cc1,1,0,5,0,0,0,-2,1,-5
